TRPC4 potent: positive allosteric modulators of TRPC4, primary screen, cell-based, mouse TRPC4beta, HEK293 mu-opioid, Fluo-4 calcium. Short transient receptor potential channel 4 (Mus musculus), Q9QUQ5. DAMGO EC20, Fluo-4 Ca2+ flux; hits give high values. B-score at 10 µM. 310,000 tested, 0.42% active. AID 2227, 2009;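 active = B-score of calcium response area above 5 SD of library B-scores, with initial fluorescence ratio within 5 SD of library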;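 also: B-score of integrated fluorescence ratio over time as area under calcium response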
TRPC6 act: mouse TRPC6 channel activators, primary screen, cell-based, HEK293, membrane potential dye. Short transient receptor potential channel 6 (Mus musculus), Q61143. HEK293-TRPC6 membrane potential dye fluorescence; hits give high values. B-score at 10 µM. 310,000 tested, 0.13% active. AID 2550, 2010;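 active = B-score of the integrated fluorescence ratio above library mean plus 3 SD, and starting fluorescence ratio within library mean plus 5 SD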;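 also: higher score means more depolarization so channel activation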
MrgX1 PAM: positive allosteric modulators of MrgX1, primary screen, HEK293 cells, Fluo-4 calcium flux; Mas-related G-protein coupled receptor member X1 (Homo sapiens), Q96LB2; FDSS; hits give high values; 310,000 tested, 0.63% active; B-score at 10 µM;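 active = plate-corrected calcium response at least 3 library SD above typical, normal starting fluorescence, not activating the receptor alone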;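 also: compound read alongside a low EC10 to EC30 dose of BAM8-22 agonist; peak minus trough fluorescence over baseline measured at the second addition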
TRPC4 act: activators of mouse TRPC4 channel, primary screen, Fluo4 calcium, HEK293 TRPC4beta/mu-opioid cells | AID 2237, 2010 | 310,000 tested, 0.49% active | Short transient receptor potential channel 4 (Mus musculus), Q9QUQ5 | B-score at 10 µM | Fluo4 calcium fluorescence; hits give high values;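 active = B-score above 5 SD of library B-scores, and initial fluorescence ratio not above library mean plus 5 SD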;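 also: positive B-score marks a calcium rise read as TRPC4 activation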
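Material: TRPC4beta and mu-opioid receptor HEK293 stable cells | Incubation: 45 min room-temperature Fluo4 loading, 110 s read | Detection: Kinetic Fluo4 calcium fluorescence | Measure: Integrated baseline-normalised fluorescence ratio, converted to per-well B score | Benchmarks: Low control buffer alone, high control maximal DAMGO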
SKKanGAS inh: S. pyogenes SKKanGAS growth inhibitors in kanamycin, primary screen, streptokinase expression inhibitor project, SKKanGAS strain, BacTiter-Glo luminescence; 6 h; inhibition, % at 7.5 µM; 300,000 tested, 1.3% active; AID 1662, 2009;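 active = mean replicate score, as percent of positive control median, at least 50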;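 also: strain carries kanamycin resistance gene driven by streptokinase promoter and grows in 40 µg/ml kanamycin; loss of luminescence reflects streptokinase promoter inhibition or plain growth inhibition; 0% = median of DMSO wells and 100% = positive control at its reference dose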
MrgX1 antag: antagonists of human MrgX1 receptor, primary screen, HEK293 cells, Fluo-4 calcium flux; Mas-related G-protein coupled receptor member X1 (Homo sapiens), Q96LB2; BAM8-22 antagonism; hits give low values; B-score at 10 µM; 310,000 tested, 1.3% active;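 active = calcium-response B-score plate-corrected more than 3 library SD below zero, starting fluorescence within 5 deviations, no agonist response on first addition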;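 also: peak minus trough fluorescence over baseline after final BAM8-22 challenge near maximal dose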
MrgX1 ag: agonists of human MrgX1 receptor, primary screen, HEK293 cells, Fluo-4 calcium flux. B-score at 10 µM. Mas-related G-protein coupled receptor member X1 (Homo sapiens), Q96LB2. AID 588627, 2011. Fluo-4 calcium fluorescence, agonist mode; hits give high values. 310,000 tested, 0.44% active;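 active = calcium response B-score plate-corrected fluorescence ratio at least 3 library SD, with starting fluorescence B-score inside 5 SD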
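Material: MrgX1-expressing HEK293 cells; input: 15,000 cells per well; doses: test compound given as first of three sequential additions; schedule: overnight plating before 1 h dye loading; technique: Fluo-4 NW calcium-flux fluorescence, kinetic read; evaluation: baseline-normalised fluorescence change ratio, B-scored; control set: plate-wise positive and negative controls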
TMEM16A inh: TMEM16A chloride channel inhibitors, primary screen, cell-based, HTS; normalized B-score (activity score, 25-100; higher = stronger inhibition) at 10 µM; 310,000 tested, 1.2% active; AID 588511, 2011; Anoctamin-1 (Mus musculus), Q8BHY3; HEK293 TMEM16A/YFP iodide influx fluorescence, ionomycin;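 active = ratio plate-corrected score three or more library SD toward inhibition, starting fluorescence score within five deviations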;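 also: score derived from kinetic fluorescence span divided by baseline fluorescence per well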
Target sequence (Q8BHY3 whole entry, looked up): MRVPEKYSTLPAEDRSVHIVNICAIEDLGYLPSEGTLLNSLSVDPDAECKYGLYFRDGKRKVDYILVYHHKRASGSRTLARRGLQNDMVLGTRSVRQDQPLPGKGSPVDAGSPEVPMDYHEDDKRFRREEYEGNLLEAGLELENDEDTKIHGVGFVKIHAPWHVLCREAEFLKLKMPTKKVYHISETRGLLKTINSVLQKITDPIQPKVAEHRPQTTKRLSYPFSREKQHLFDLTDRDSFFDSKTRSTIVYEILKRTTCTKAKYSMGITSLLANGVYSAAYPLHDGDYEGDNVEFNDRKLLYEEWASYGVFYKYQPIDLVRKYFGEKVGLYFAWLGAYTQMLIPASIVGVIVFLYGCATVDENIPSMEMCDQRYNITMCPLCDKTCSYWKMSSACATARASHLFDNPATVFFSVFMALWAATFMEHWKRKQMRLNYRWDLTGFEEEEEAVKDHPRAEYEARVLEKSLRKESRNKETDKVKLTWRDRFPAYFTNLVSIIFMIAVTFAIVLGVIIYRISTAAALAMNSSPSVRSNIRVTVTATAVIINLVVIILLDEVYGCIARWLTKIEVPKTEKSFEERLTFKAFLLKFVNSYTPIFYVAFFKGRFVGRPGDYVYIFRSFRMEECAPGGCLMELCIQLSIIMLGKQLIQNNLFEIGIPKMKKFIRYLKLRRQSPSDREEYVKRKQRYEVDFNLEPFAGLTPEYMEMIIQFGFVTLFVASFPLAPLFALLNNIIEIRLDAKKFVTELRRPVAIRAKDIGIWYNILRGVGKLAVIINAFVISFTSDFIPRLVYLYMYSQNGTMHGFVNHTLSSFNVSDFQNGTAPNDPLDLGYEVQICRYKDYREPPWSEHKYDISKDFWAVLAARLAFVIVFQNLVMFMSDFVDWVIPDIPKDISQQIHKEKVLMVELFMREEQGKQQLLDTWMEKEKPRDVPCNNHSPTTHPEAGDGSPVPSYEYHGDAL
TRPC4 block: inhibitors of mouse TRPC4 channel, primary screen, Fluo4 calcium, HEK293 TRPC4beta/mu-opioid cells. Short transient receptor potential channel 4 (Mus musculus), Q9QUQ5. DAMGO-evoked Fluo4 calcium flux; hits give low values. B-score at 10 µM. 300,000 tested, 0.39% active;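 active = B-score over 3 SD under the library average, no early fluorescence shift, positive overall ratio signal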
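material = TRPC4beta/mu-opioid receptor HEK293 cell line | probe or stimulus = sequential submaximal and maximal DAMGO stimulation | compound dosing = one concentration per compound | measured by = Fluo4 Ca2+ flux fluorescence | evaluation = integrated fluorescence ratio relative to baseline, converted to per-well B score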
TRPC6 inhibitor: mouse TRPC6 channel inhibitors, primary screen, cell-based, HEK293, membrane potential dye; ACh-evoked depolarization; hits give low values; Short transient receptor potential channel 6 (Mus musculus), Q61143; B-score at 10 µM; 310,000 tested, 1.1% active;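 active = B-score under library mean minus 3 SD, initial fluorescence not abnormally high, positive integrated signal ratio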;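 also: B-score derived from integrated fluorescence ratio over the kinetic read; more negative B-score means stronger inhibition of depolarization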
ANO1 activ: TMEM16A chloride channel activators or potentiators, primary screen, cell-based, HTS. Anoctamin-1 (Mus musculus), Q8BHY3. 340,000 tested, 0.3% active. B-score at 10 µM. HEK293 TMEM16A/YFP-H148Q/I152L, iodide quench fluorescence; hits give low values;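 active = fluorescence-ratio B-score plate-corrected deviation score at least 3 library SD below zero, with starting fluorescence score within 5 deviations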;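 also: channel opened by trigger with iodide after compound preincubation; score built on the fluorescence ratio of max minus min over baseline; more negative score means more quench and so TMEM16A activation or potentiation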
An asterisk follows results filed as active; i = inactive; · = no result given.

SMILES | TRPC4 potent | TRPC6 act | MrgX1 PAM | TRPC4 act | SKKanGAS inh | MrgX1 antag | MrgX1 ag | TMEM16A inh | TRPC4 block | TRPC6 inhibitor | ANO1 activ
c1ccc(-c2nc(NCCCN3CCOCC3)c3ccccc3n2)cc1 | i | i | i | i | -7 | i | i | i | i | -11* | i
O=C(NCC1CCCO1)c1ccc(CS(=O)(=O)c2ccc(Br)cc2)o1 (centres undefined) | i | i | i | i | -6 | i | i | i | i | i | i
O=C(NCC1CCCO1)C(c1cccnc1)N(C(=O)Cc1cccs1)c1cccnc1 (centres undefined) | i | i | i | i | 21 | i | i | i | i | i | i
Cc1ccccc1C(=O)Nc1ccccn1 | i | i | i | i | 4 | i | i | i | i | i | i
Cc1cccc(NC(=O)C2CCN(S(=O)(=O)c3c(C)nn(C)c3C)CC2)n1 | i | i | i | i | -1 | i | i | i | i | i | i
CNC(=O)CN(c1ccc(OC)cc1)S(=O)(=O)c1ccc(F)cc1 | i | i | i | i | 8 | i | i | i | i | i | i
CCOc1ccc(NS(=O)(=O)c2ccc(C(=O)NCC(C)(C)N3CCOCC3)cc2)cc1 | i | i | i | i | -6 | i | i | i | i | i | i
CCn1nnnc1SCC(=O)Nc1nc(-c2cccs2)cs1 | i | i | i | i | 3 | i | i | i | i | i | i
O=C(Cc1c(F)cccc1Cl)NCC(=O)OCc1ccccc1 | i | i | i | i | 4 | i | i | i | i | i | i
O=C(NCc1ccccc1)C(c1c(F)cccc1Cl)N(C(=O)c1csnn1)C1CC1 (centres undefined) | i | i | i | i | -5 | i | i | i | i | i | i
CC(=O)Nc1cccc(/C(C)=N/NC(=O)c2cc(-c3ccncc3)nc3ccccc23)c1 | i | i | i | i | -4 | i | i | i | i | i | i
COc1ccc2nc(N3CCN(C(=O)c4ccc([N+](=O)[O-])o4)CC3)sc2c1 | i | i | i | i | 33 | i | i | i | i | i | i
CCN1CCN(C(=O)C2CCN(c3nnc(-n4c(C)ccc4C)s3)CC2)CC1 | i | i | i | i | 3 | i | i | i | i | i | i
C=CCN1C(=O)C2(NNc3ccccc3O2)c2ccccc21 (centres undefined) | i | i | i | i | 43 | i | i | i | i | i | i
COc1ccccc1NS(=O)(=O)c1ccc(S(=O)(=O)N2CCOCC2)cc1 | i | i | i | i | -6 | i | i | i | i | i | i
Cc1ccc(OCCC(=O)OCC(=O)NC2CCCC2)cc1 | i | i | i | i | -18 | i | i | i | i | i | i
Cc1cc(C)nc(N2CCN(c3ccc(F)cc3)CC2)n1 | i | i | i | i | -1 | i | i | i | i | i | i
CCNC(=S)NNC(=O)c1cc(-c2cccnc2)nc2ccccc12 | i | i | i | i | 20 | i | i | i | i | i | i
CCCCCN(C(=O)NC(=O)Nc1nncs1)S(C)(=O)=O | i | i | i | i | 2 | i | i | i | i | i | i
COc1ccc(C2/C(=C(/O)c3ccccc3)C(=O)C(=O)N2C)cc1OC (centres undefined) | i | i | i | i | 2 | i | i | i | i | i | i
Cc1ccc(S(=O)(=O)CCC(=O)c2ccc(O)cc2O)cc1 | i | i | i | i | -1 | i | 30* | i | i | i | i
COc1cccc2cc(C(C)=O)c(=O)oc12 | i | i | i | i | 0 | i | i | i | i | i | i
CCOC(=O)c1ccc(NC(=S)N2CCN(C(=O)C3CCCO3)CC2)cc1 (centres undefined) | i | i | i | i | 1 | i | i | i | i | i | i
Cc1ccc(NC(=O)CC(=O)Nc2ccc(C)c(C)c2)cc1C | i | i | i | i | 15 | i | i | i | i | i | i
Cc1cccc(OCC(=O)Nc2ccc(NC(=O)c3ccco3)cc2)c1 | i | i | · | i | 3 | · | · | · | i | i | i

Additional entries.
SMILES | TRPC4 potent | TRPC6 act | MrgX1 PAM | TRPC4 act | SKKanGAS inh | MrgX1 antag | MrgX1 ag | TMEM16A inh | TRPC4 block | TRPC6 inhibitor | ANO1 activ
CC(=O)Nc1ccc(NC(=O)C(=O)c2cn(CC(=O)N3CCCC3)c3ccccc23)cc1 | i | i | i | i | 0 | i | i | i | i | i | i
O=C(Nc1cccs1)Nc1c(F)c(F)cc(F)c1F | i | i | i | i | 4 | i | i | i | i | i | i
CCOc1ccc(NC(=O)CN2C(=O)S/C(=C/c3cccn3C)C2=O)cc1 | i | i | i | i | 0 | i | i | i | i | i | i
CCCCCC/C=N/Nc1nnc(Cc2ccccc2)c(=O)[nH]1 | i | i | i | i | -4 | i | i | i | i | i | i
O=C(NCCc1ccccc1)c1ccccc1NC(=O)C1CCCO1 (centres undefined) | i | i | i | i | -14 | i | i | i | i | i | i
Cc1ncc([N+](=O)[O-])n1CC(=O)Nc1ccc(OC(F)(F)Cl)cc1 | i | i | i | i | 2 | i | i | i | i | i | i
CC(C)(C)c1ccc(C(=O)Nc2ccc([N+](=O)[O-])cn2)cc1 | i | i | i | i | 3 | i | i | i | i | i | i
COc1ccc2[nH]cc(CCn3ccc(=O)c(C)c3C)c2c1 | i | i | i | i | -7 | i | i | i | i | i | i
CCCNC(=O)c1ccc(C)c(NC(=O)C2=C(C)OCCS2)c1 | i | i | i | i | -3 | i | i | i | i | i | i
COC(CNC(=O)c1cccc(-n2c(=S)[nH]c3cc(Cl)ccc3c2=O)c1)OC | i | i | i | i | -2 | i | i | i | i | i | i
Clc1cccc(Nc2ncnc3c2cnn3-c2ccccc2)c1 | i | i | i | i | 64* | i | i | i | i | i | i
Cc1ccc(CCC(=O)Nc2ncc(Cc3cc(Cl)ccc3Cl)s2)o1 | i | i | i | i | 1 | i | i | i | i | i | i
CCOC(=O)C1CCCN(CC(=O)Nc2c(C(=O)OC)[nH]c3ccc(Cl)cc23)C1 (centres undefined) | i | i | i | i | 6 | i | i | i | i | i | i
COc1ccc(Cl)cc1NC(=O)NCc1cccnc1 | i | i | i | i | 3 | i | i | i | i | i | i
Cc1ccc(Cn2c3ccccc3c3cn[nH]c(=O)c32)cc1 | i | i | i | i | -1 | i | i | i | i | i | i
CN(Cc1ccccc1)C(=C(Cl)Cl)C(=C1NCCN1)[N+](=O)[O-] | i | i | i | i | -11 | i | i | i | i | i | i
Cc1cc(C(=O)Nc2ccc(S(=O)(=O)Nc3onc(C)c3C)cc2)cs1 | i | i | i | i | -2 | i | i | i | i | i | i
Cc1cc(C)cc(OC(=O)CN2C(=O)c3ccccc3C2=O)c1 | i | i | i | i | -1 | i | i | i | i | i | i
C/C(=N\NC(=O)CSc1nc(C)cc(C)n1)c1ccc([N+](=O)[O-])cc1 | i | i | i | i | -13 | i | i | i | i | i | i
Cc1ccc2nnnc(-c3ccccc3)c2c1 | i | i | i | i | -4 | i | i | i | i | i | i
CCn1c(COc2cc(C)ccc2C(C)C)nnc1SCC(=O)Nc1nccs1 | i | i | i | i | 4 | i | i | i | i | i | i
Cc1nnc(SCC(=O)N2CCc3ccccc3C2)s1 | i | i | i | i | 5 | i | i | i | i | i | i
CC(OC(=O)c1cc2sccc2n1C)C(=O)NCC1CCCO1 (centres undefined) | i | i | i | i | -3 | i | i | i | i | i | i
O=C(O)CCCC(=O)N1CCc2cc(S(=O)(=O)NCc3ccccc3)ccc21 | i | i | i | i | 4 | i | i | i | i | i | i
Cc1nc(SCCO)c2oc3ccccc3c2n1 | i | i | i | i | -4 | i | i | i | i | i | i

(listing goes on)
SMILES | TRPC4 potent | TRPC6 act | MrgX1 PAM | TRPC4 act | SKKanGAS inh | MrgX1 antag | MrgX1 ag | TMEM16A inh | TRPC4 block | TRPC6 inhibitor | ANO1 activ
O=C(Nc1nc2c(s1)CCCC2)c1ccc(S(=O)(=O)N2CCCc3ccccc32)cc1 | i | i | i | i | 13 | i | i | i | i | i | i
O=C1c2[nH]nc(-c3ccccc3O)c2C(c2ccc(F)cc2)N1Cc1ccco1 (centres undefined) | i | i | i | i | 18 | i | i | i | i | i | i
O=C(Nc1cc2c(cc1Br)OCCCO2)c1cccnc1 | i | i | i | i | -1 | i | i | i | i | i | i
CC1CN(Cc2ccc(Cl)cc2Cl)CC(C)O1 (centres undefined) | i | i | i | i | 1 | i | i | i | i | i | i
CCOC(=O)C1CN(S(=O)(=O)c2ccc(OC)cc2)c2ccccc2O1 (centres undefined) | i | i | i | i | 7 | i | i | i | i | i | i
Cc1onc(-c2c(Cl)cccc2Cl)c1C(=O)NCCc1ccncc1 | i | i | i | i | -9 | i | i | i | i | i | i
CC(C)CNS(=O)(=O)c1ccc(CCC(=O)N2CCN(Cc3ccccc3)CC2)cc1 | i | i | i | i | -24 | i | i | i | i | i | i
Cc1ccc(NC(=O)c2cccc(S(=O)(=O)N3CCN(c4ccccc4)CC3)c2)nc1 | i | i | i | i | 29 | i | i | i | i | i | i
COc1ccc(-c2nnc(NC(=O)Cc3ccccc3)s2)c(OC)c1 | i | i | i | i | -5 | i | i | i | i | i | i
C=CCOC(=O)C1=C[C@@H](c2coc3ccccc3c2=O)[C@H](CCCO)[C@@H](OCC)O1 | i | i | i | i | -1 | i | i | i | i | i | i
CCN1CCN(C(=O)CN(C)S(=O)(=O)c2ccc(OC)c(C)c2)CC1 | i | i | i | i | -1 | i | i | i | i | i | i
CC1=CC(C/C(C)=C/COc2ccc3ccc(=O)oc3c2)OC1=O (centres undefined) | i | i | i | i | 14 | i | i | i | i | i | i
Cc1cccc(NS(=O)(=O)c2ccc3c(c2)oc(=O)n3C)c1C | i | i | i | i | -3 | i | i | i | i | i | i

Compound activity deposited in PubChem BioAssay by several laboratories.
